Screens: PubChem, Sanford-Burnham Center for Chemical Genomics
UBC13 polyUb: inhibitors of human UBC13 polyubiquitin chain formation; P61088; TR-FRET; inhibition, % at 20 µM; hit rate 0.47% among 330,000; in the data active = inhibition above about 45%, passing the limit was not always enough
Target sequence (P61088 whole entry, looked up): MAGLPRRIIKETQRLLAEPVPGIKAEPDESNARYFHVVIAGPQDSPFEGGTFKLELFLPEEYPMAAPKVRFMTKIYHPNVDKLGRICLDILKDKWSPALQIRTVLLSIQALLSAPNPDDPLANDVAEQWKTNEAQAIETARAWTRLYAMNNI
CCR6 antagonist: antagonists of human CCR6 receptor; CHO-K1 CCR6 PathHunter beta-arrestin, luminescence, CCL20-stimulated; inhibition, % at 20 µM; hit rate 0.49% among 340,000; AID 493098;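 active = compounds whose inhibition of the agonist-driven luminescence signal at 20 µM reaches about 50%, limit read from the data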;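 note: cells stimulated with CCL20 at 14 nM final; plate controls were DMSO with CCL20 for no effect and DMSO without agonist for full effect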
Target sequence (P51684 whole entry, looked up): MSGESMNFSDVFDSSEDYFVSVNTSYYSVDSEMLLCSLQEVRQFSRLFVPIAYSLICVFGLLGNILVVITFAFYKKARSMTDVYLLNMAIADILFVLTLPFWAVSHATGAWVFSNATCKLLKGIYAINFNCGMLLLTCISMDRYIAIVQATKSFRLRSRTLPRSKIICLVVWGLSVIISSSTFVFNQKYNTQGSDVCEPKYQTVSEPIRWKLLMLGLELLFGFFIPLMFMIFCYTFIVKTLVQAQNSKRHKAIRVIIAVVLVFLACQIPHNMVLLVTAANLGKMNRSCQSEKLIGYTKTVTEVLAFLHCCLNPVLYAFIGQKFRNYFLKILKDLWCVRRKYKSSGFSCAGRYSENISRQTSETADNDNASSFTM
Jurkat NFkB inh: lowers PMA/ionomycin-induced NF-kB signal in Jurkat cells. PMA/ionomycin-induced NF-kB luciferase reporter, luminescence. inhibition, % at 4 µM. hit rate 0.53% among 330,000
Apaf-1 inh: blocks human Apaf-1 apoptosome activity. hit rate 0.71% among 330,000. reconstituted apoptosome caspase-3 activity, DEVD-Rh110 fluorescence. inhibition, % at 20 µM. O14727; active = inhibition of at least 40% at 20 µM;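 note: plate controls were DMSO wells for no effect and DEVD-CHO caspase inhibitor wells for full effect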
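Assay system: Apoptosome proteins | Medium: pH 7.5 Hepes buffer with CHAPS, BSA, DTT | Also added: Cytochrome c and DEVD-Rh110 substrate | Times: 30 min plus 50 min, RT | Detection: Rhodamine 110 fluorescence at Ex 480/Em 540 nm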
EBI2 antag: blocks human EBI2 receptor beta-arrestin signaling; AID 651636; P32249; hit rate 0.81% among 360,000; inhibition, % at 5 µM; EBI2 beta-arrestin recruitment, luminescence, 7a,25-OHC stimulated; in the data active = inhibition above about 38%;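 note: enzyme fragment complementation signal reports receptor beta-arrestin coupling in cells; 0% = agonist plus DMSO wells and 100% = wells without agonist; some results beyond the cut were filed as inactive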
Target sequence (P32249 whole entry, looked up, the tested form may be a part): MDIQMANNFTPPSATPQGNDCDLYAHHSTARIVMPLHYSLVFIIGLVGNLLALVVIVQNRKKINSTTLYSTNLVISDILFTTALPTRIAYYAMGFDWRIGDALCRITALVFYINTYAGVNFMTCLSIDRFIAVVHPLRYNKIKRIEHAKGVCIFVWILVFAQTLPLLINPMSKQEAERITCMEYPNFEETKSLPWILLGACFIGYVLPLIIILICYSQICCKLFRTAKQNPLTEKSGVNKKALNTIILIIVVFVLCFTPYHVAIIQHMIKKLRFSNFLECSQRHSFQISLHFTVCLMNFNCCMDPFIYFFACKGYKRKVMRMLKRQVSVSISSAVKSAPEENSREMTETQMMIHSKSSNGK
Gli-Sufu antag: antagonists of Gli-Sufu signaling; Sufu-KO-LIGHT fibroblasts, Gli luciferase reporter luminescence; hit rate 0.74% among 340,000; inhibition, % at 5 µM; AID 588413;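 active = inhibition above about 55%, limit read from the data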;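 note: 0% = DMSO-treated cells and 100% = wells with medium but no cells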
697 NFkB inh: inhibitors of the PMA/ionomycin-induced NF-kB reporter in 697 B cells; 697 B-cell NF-kB luciferase reporter, 16 h; inhibition, % at 4 µM; hit rate 0.33% among 330,000; AID 435022; in the data active = inhibition above about 35%
SENP8 inh: blocks the human protease SENP8. inhibition, % at 10 µM. AID 2540. hit rate 1.2% among 330,000. purified SENP8, Z-RLRGG-aminoluciferin cleavage, luminescence
Target sequence (Q96LD8 whole entry, looked up): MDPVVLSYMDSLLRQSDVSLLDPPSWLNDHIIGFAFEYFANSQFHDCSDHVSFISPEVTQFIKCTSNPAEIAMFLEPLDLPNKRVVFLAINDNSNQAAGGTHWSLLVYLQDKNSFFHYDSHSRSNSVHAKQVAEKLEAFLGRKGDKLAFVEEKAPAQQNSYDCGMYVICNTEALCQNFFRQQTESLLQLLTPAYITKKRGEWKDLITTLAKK
Numbers without * were called inactive. Cut-off read from the data, not from the text of the source, unless noted: active = inhibition above about 50%; inactive = the rest. A portion of the library; count on the stated rates, not on these rows.

What do the screens show for `CC(=O)Oc1ccc(/C=N/NC2=NS(=O)(=O)c3ccccc32)cc1`?
UBC13 polyUb: -2; CCR6 antagonist: 11; Jurkat NFkB inh: 3; Apaf-1 inh: -5; EBI2 antag: -2; Gli-Sufu antag: -2; 697 NFkB inh: 11; SENP8 inh: 9

How did CN(C)/N=C/C=C1\CCC/C(=C\c2ccc(F)c(F)c2)C1=O do in these assays?
UBC13 polyUb: -5; CCR6 antagonist: 29; Jurkat NFkB inh: -5; Apaf-1 inh: 14; EBI2 antag: 2; Gli-Sufu antag: 6; 697 NFkB inh: -30; SENP8 inh: -1

Results for O=c1[nH]c(-c2ccc(F)cc2)nc2c1sc(=S)n2-c1ccccc1 ?
UBC13 polyUb: -1; CCR6 antagonist: 15; Jurkat NFkB inh: -2; Apaf-1 inh: -3; EBI2 antag: 1; Gli-Sufu antag: 5; 697 NFkB inh: 28; SENP8 inh: 4

How did COC(=O)C(Cc1c[nH]c2ccccc12)NC(=O)C(=O)c1c[nH]c2ccccc12 (centres undefined) do in these assays?
UBC13 polyUb: 7; CCR6 antagonist: 2; Jurkat NFkB inh: 2; Apaf-1 inh: -15; EBI2 antag: -9; Gli-Sufu antag: -4; 697 NFkB inh: 5; SENP8 inh: -6

How did CN(CP(=O)(O)CN(C)S(C)(=O)=O)S(C)(=O)=O do in these assays?
UBC13 polyUb: 3; CCR6 antagonist: -5; Jurkat NFkB inh: -15; Apaf-1 inh: 10; EBI2 antag: -9; Gli-Sufu antag: 4; 697 NFkB inh: 14; SENP8 inh: -14

Results for CC1=CCC(C(=O)O)(C(=O)N/N=C/c2cccs2)C(c2ccc([N+](=O)[O-])cc2)C1 (centres undefined) ?
UBC13 polyUb: 1; CCR6 antagonist: -4; Jurkat NFkB inh: 1; Apaf-1 inh: -4; EBI2 antag: -7; Gli-Sufu antag: -6; 697 NFkB inh: 15; SENP8 inh: 3

Results for O=C1CN(S(=O)(=O)c2cc(Cl)ccc2Cl)c2ccccc2N1 ?
UBC13 polyUb: -7; CCR6 antagonist: 13; Jurkat NFkB inh: 3; Apaf-1 inh: 4; EBI2 antag: 8; Gli-Sufu antag: 4; 697 NFkB inh: 11; SENP8 inh: -7

How did O=C(NC(=S)Nc1ccccc1Cl)c1ccco1 do in these assays?
UBC13 polyUb: -3; CCR6 antagonist: 32; Jurkat NFkB inh: -31; Apaf-1 inh: 7; EBI2 antag: 0; Gli-Sufu antag: 28; 697 NFkB inh: -53; SENP8 inh: -16

Results for COc1cccc(NC(=O)COC(=O)CCCC2=NS(=O)(=O)c3ccccc3N2)c1 ?
UBC13 polyUb: -6; CCR6 antagonist: -8; Jurkat NFkB inh: 21; Apaf-1 inh: 3; EBI2 antag: 9; Gli-Sufu antag: -8; 697 NFkB inh: -12; SENP8 inh: -8

What do the screens show for `COc1ccc(OCCCN2CCCCCC2)cc1`?
UBC13 polyUb: 4; CCR6 antagonist: -4; Jurkat NFkB inh: -1; Apaf-1 inh: 9; EBI2 antag: -7; Gli-Sufu antag: 5; 697 NFkB inh: 7; SENP8 inh: 2

What do the screens show for `CCCCC(=O)Nc1cccc(-c2cn3ccsc3n2)c1`?
UBC13 polyUb: 3; CCR6 antagonist: 6; Jurkat NFkB inh: -30; Apaf-1 inh: 1; EBI2 antag: -6; Gli-Sufu antag: 0; 697 NFkB inh: -30; SENP8 inh: 0

How did COC(=O)c1c(NS(=O)(=O)c2ccc3ccccc3c2)sc2c1CCCC2 do in these assays?
UBC13 polyUb: -14; CCR6 antagonist: 11; Jurkat NFkB inh: 2; Apaf-1 inh: 8; EBI2 antag: 3; Gli-Sufu antag: 1; 697 NFkB inh: 4; SENP8 inh: 1

How did Cc1ccc2cc(CN(c3cccc(C)c3C)S(=O)(=O)c3ccccc3)c(=O)[nH]c2c1 do in these assays?
UBC13 polyUb: 0; CCR6 antagonist: 13; Jurkat NFkB inh: -3; Apaf-1 inh: 20; EBI2 antag: 21; Gli-Sufu antag: 49; 697 NFkB inh: -32; SENP8 inh: -7

Results for COC(=O)c1sc(=S)n(-c2cccc(Cl)c2)c1N ?
UBC13 polyUb: -9; CCR6 antagonist: -1; Jurkat NFkB inh: 1; Apaf-1 inh: 1; EBI2 antag: 2; Gli-Sufu antag: -7; 697 NFkB inh: 1; SENP8 inh: -8

What do the screens show for `CC[C@@H](C)[C@H](NC(=O)OCc1ccccc1)c1nnc([C@@H](NC(=O)OCc2ccccc2)[C@@H](C)CC)o1`?
UBC13 polyUb: 2; CCR6 antagonist: 13; Jurkat NFkB inh: -2; Apaf-1 inh: 14; EBI2 antag: -4; Gli-Sufu antag: 38; 697 NFkB inh: -4; SENP8 inh: 1

How did COc1ccccc1NC(=S)N1CCOCC1 do in these assays?
UBC13 polyUb: -6; CCR6 antagonist: 2; Jurkat NFkB inh: 17; Apaf-1 inh: 0; EBI2 antag: 3; Gli-Sufu antag: -5; 697 NFkB inh: 5; SENP8 inh: 0

How did CCN1CCc2nc3ccccc3c(C(=O)Nc3ccc(F)cc3)c2C1 do in these assays?
UBC13 polyUb: -19; CCR6 antagonist: 5; Jurkat NFkB inh: 5; Apaf-1 inh: -8; EBI2 antag: -4; Gli-Sufu antag: 11; 697 NFkB inh: -10; SENP8 inh: -6

What do the screens show for `Cc1cc(C)c(C(N)=O)c(NC(=O)Nc2ccccc2Cl)n1`?
UBC13 polyUb: -10; CCR6 antagonist: -3; Jurkat NFkB inh: -36; Apaf-1 inh: 12; EBI2 antag: -18; Gli-Sufu antag: -34; 697 NFkB inh: -82; SENP8 inh: 1

How did Cc1ccc(/C=C2\SC(=S)N(CCCC(=O)Nc3ccccn3)C2=O)cc1 do in these assays?
UBC13 polyUb: -15; CCR6 antagonist: 9; Jurkat NFkB inh: 5; Apaf-1 inh: 4; EBI2 antag: -6; Gli-Sufu antag: 47; 697 NFkB inh: 81*; SENP8 inh: -14

What do the screens show for `CCNC(=S)N1CCN(S(=O)(=O)c2ccccc2C(F)(F)F)CC1`?
UBC13 polyUb: -8; CCR6 antagonist: 0; Jurkat NFkB inh: 0; Apaf-1 inh: -3; EBI2 antag: -2; Gli-Sufu antag: -2; 697 NFkB inh: -7; SENP8 inh: -5

Results for CCn1c(SCC(=O)OC(C)C)nnc1-c1ccccc1 ?
UBC13 polyUb: 7; CCR6 antagonist: 16; Jurkat NFkB inh: 7; Apaf-1 inh: -76; EBI2 antag: -10; Gli-Sufu antag: 4; 697 NFkB inh: 16; SENP8 inh: 0

How did Fc1ccccc1COc1ccc(/C=N/NC(=S)NCc2ccccc2)cc1 do in these assays?
UBC13 polyUb: -7; CCR6 antagonist: 14; Jurkat NFkB inh: -3; Apaf-1 inh: 11; EBI2 antag: -14; Gli-Sufu antag: 4; 697 NFkB inh: -1; SENP8 inh: -8

Results for CCCn1c(=N)n(CC(=O)c2ccco2)c2ccccc21 ?
UBC13 polyUb: 1; CCR6 antagonist: -6; Jurkat NFkB inh: -1; Apaf-1 inh: 0; EBI2 antag: 0; Gli-Sufu antag: 3; 697 NFkB inh: -10; SENP8 inh: 6

How did COc1ccc(N2CCN(C3CCCCC3NS(=O)(=O)c3ccccc3)CC2)cc1 (centres undefined) do in these assays?
UBC13 polyUb: 7; CCR6 antagonist: 13; Jurkat NFkB inh: 11; Apaf-1 inh: 15; EBI2 antag: 11; Gli-Sufu antag: 32; 697 NFkB inh: 17; SENP8 inh: 4

How did Cc1c(NC(=O)COC(=O)C2CC3C=CC2C3)c(=O)n(-c2ccccc2)n1C (centres undefined) do in these assays?
UBC13 polyUb: 1; CCR6 antagonist: -18; Jurkat NFkB inh: -6; Apaf-1 inh: 3; EBI2 antag: -4; Gli-Sufu antag: 0; 697 NFkB inh: 21; SENP8 inh: 4

How did COC(=O)C1=C(C)N=C2SCCC(=O)N2C1c1cc(Br)ccc1OC (centres undefined) do in these assays?
UBC13 polyUb: 2; CCR6 antagonist: -10; Jurkat NFkB inh: 5; Apaf-1 inh: 2; EBI2 antag: 1; Gli-Sufu antag: -9; 697 NFkB inh: 11; SENP8 inh: -1

What do the screens show for `CCCOc1cccc(C2C(C(=O)c3cc4ccccc4o3)=C(O)C(=O)N2c2cc(C)on2)c1` (centres undefined)?
UBC13 polyUb: -25; CCR6 antagonist: 5; Jurkat NFkB inh: -14; Apaf-1 inh: 18; EBI2 antag: -2; Gli-Sufu antag: 3; 697 NFkB inh: -16; SENP8 inh: -10

Results for Cc1ccc(S(=O)(=O)NCCC(=O)OCC(=O)N(C)c2ccccc2)cc1 ?
UBC13 polyUb: 3; CCR6 antagonist: 7; Jurkat NFkB inh: 2; Apaf-1 inh: 0; EBI2 antag: -12; Gli-Sufu antag: 0; 697 NFkB inh: 12; SENP8 inh: 1

What do the screens show for `Cc1sc2ncnc(OCC(=O)c3ccc(S(=O)(=O)N4CCCC4)cc3)c2c1C`?
UBC13 polyUb: 26; CCR6 antagonist: 16; Jurkat NFkB inh: -4; Apaf-1 inh: 24; EBI2 antag: -5; Gli-Sufu antag: 10; 697 NFkB inh: 18; SENP8 inh: -5

Results for COc1ccc(CC(=O)NNC(=O)c2cccnc2)cc1OC ?
UBC13 polyUb: -19; CCR6 antagonist: -3; Jurkat NFkB inh: -9; Apaf-1 inh: -11; EBI2 antag: -2; Gli-Sufu antag: -1; 697 NFkB inh: 1; SENP8 inh: -7

How did Cc1nc(C2CCC3C4CCC5=CC(=O)CC[C@]5(C)C4CC[C@]23C)cs1 (some centres undefined) do in these assays?
UBC13 polyUb: 4; Jurkat NFkB inh: 50; Apaf-1 inh: 27; 697 NFkB inh: 2; SENP8 inh: -5

What do the screens show for `CCc1ccccc1N(CC(=O)NCC1CCCO1)C(=O)CCC(=O)Nc1cc(C)on1` (centres undefined)?
UBC13 polyUb: 5; CCR6 antagonist: -4; Jurkat NFkB inh: 0; Apaf-1 inh: -5; EBI2 antag: -9; Gli-Sufu antag: 3; 697 NFkB inh: 12; SENP8 inh: 1

What do the screens show for `O=C(C1CCN(S(=O)(=O)c2cccs2)CC1)N1CCCC(C(F)(F)F)C1` (centres undefined)?
UBC13 polyUb: 0; CCR6 antagonist: 12; Jurkat NFkB inh: -14; Apaf-1 inh: -11; EBI2 antag: 1; Gli-Sufu antag: 3; 697 NFkB inh: 1; SENP8 inh: -11

Results for CCOCCn1c(CC)nc2ccccc21 ?
UBC13 polyUb: -16; CCR6 antagonist: -2; Jurkat NFkB inh: -1; Apaf-1 inh: -8; EBI2 antag: -10; Gli-Sufu antag: -1; 697 NFkB inh: -16; SENP8 inh: -4

How did COCCCNC(=S)NNC(=S)Nc1ccc(F)cc1F do in these assays?
UBC13 polyUb: 17; CCR6 antagonist: 14; Jurkat NFkB inh: -9; Apaf-1 inh: -24; EBI2 antag: -7; Gli-Sufu antag: -27; 697 NFkB inh: -6; SENP8 inh: -1

How did O=C(Nc1c2c(nn1-c1ccc([N+](=O)[O-])cc1)CS(=O)(=O)C2)C1CC1 do in these assays?
UBC13 polyUb: 1; CCR6 antagonist: 7; Jurkat NFkB inh: -2; Apaf-1 inh: -4; EBI2 antag: -3; Gli-Sufu antag: 0; 697 NFkB inh: -1; SENP8 inh: -5

What do the screens show for `COc1ccccc1/C=N/n1cnnc1`?
UBC13 polyUb: 6; CCR6 antagonist: 11; Jurkat NFkB inh: -4; Apaf-1 inh: -3; EBI2 antag: -7; Gli-Sufu antag: 29; 697 NFkB inh: 11; SENP8 inh: 0

Results for CC1COc2ccccc2N1C(=O)c1ccc(F)cc1 (centres undefined) ?
UBC13 polyUb: -5; CCR6 antagonist: 7; Jurkat NFkB inh: -2; Apaf-1 inh: -1; EBI2 antag: 4; Gli-Sufu antag: 2; 697 NFkB inh: -9; SENP8 inh: -10

Part of the list above in order of heavy-atom count, smallest number first.
Results for CCOCCn1c(CC)nc2ccccc21 ?
UBC13 polyUb: -16; CCR6 antagonist: -2; Jurkat NFkB inh: -1; Apaf-1 inh: -8; EBI2 antag: -10; Gli-Sufu antag: -1; 697 NFkB inh: -16; SENP8 inh: -4

Results for CC1COc2ccccc2N1C(=O)c1ccc(F)cc1 (centres undefined) ?
UBC13 polyUb: -5; CCR6 antagonist: 7; Jurkat NFkB inh: -2; Apaf-1 inh: -1; EBI2 antag: 4; Gli-Sufu antag: 2; 697 NFkB inh: -9; SENP8 inh: -10

How did Cc1nc(C2CCC3C4CCC5=CC(=O)CC[C@]5(C)C4CC[C@]23C)cs1 (some centres undefined) do in these assays?
UBC13 polyUb: 4; Jurkat NFkB inh: 50; Apaf-1 inh: 27; 697 NFkB inh: 2; SENP8 inh: -5
